m5-HT2A agonist = mouse HTR2A agonism via beta-arrestin recruitment; activation, % at 7.6 µM; CHO-K1 mHTR2A beta-arrestin complementation, luminescence; percent of 30 µM serotonin response; P35363; hit rate 0.66% among 360,000; AID 624169;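 active = activation above a run cutoff, the mean activation of all tested compounds plus 3 SD, cut at about 14% in these data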;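 also: 0% = plate median of compound wells and 100% = 30 µM serotonin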
Target sequence (P35363 whole entry, looked up): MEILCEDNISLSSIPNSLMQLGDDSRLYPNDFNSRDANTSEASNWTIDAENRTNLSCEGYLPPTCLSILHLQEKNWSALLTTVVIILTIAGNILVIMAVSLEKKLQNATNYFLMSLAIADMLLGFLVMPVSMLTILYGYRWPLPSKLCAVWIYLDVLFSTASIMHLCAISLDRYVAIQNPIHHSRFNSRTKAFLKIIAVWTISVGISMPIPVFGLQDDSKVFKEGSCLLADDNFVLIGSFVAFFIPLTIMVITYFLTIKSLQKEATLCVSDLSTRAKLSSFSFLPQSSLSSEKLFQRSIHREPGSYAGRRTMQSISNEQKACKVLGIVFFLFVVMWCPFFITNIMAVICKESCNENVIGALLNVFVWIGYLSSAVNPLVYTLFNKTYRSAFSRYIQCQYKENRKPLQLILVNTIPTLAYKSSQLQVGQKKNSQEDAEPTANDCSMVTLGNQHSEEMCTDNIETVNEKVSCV
H9c2 protect = myocardial damage modulation in H9c2 cells; hit rate 0.63% among 360,000; AID 588492; protection from H2O2 cell death, % at 20 µM; H9c2 cardiomyocytes, H2O2 injury protection, ATPLite, 2 h;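 active = compounds giving at least 50% protection of heart cells from peroxide-induced death in the single-dose screen, raw or plate-pattern-corrected value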;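 also: 0% = DMSO wells with peroxide and 100% = DMSO wells without peroxide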
N-glyco inh = blocks N-linked glycosylation in D54 reporter cells | D54 ERlucT glycosylation luciferase reporter, 24 h; percent of 100 nM tunicamycin response | reporter increase, % at 12.5 µM | hit rate 0.23% among 360,000 | AID 588692;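 active = mean luciferase reporter signal, scaled so untreated is 0 and the glycosylation-blocking control 100, at or above a set limit in every replicate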;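 also: luciferase carries N-glycosylation sites so blocking glycosylation raises the light; 0% = median of neutral control wells and 100% = median of 100 nM tunicamycin wells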
MC4R barr agon = activates human MC4R beta-arrestin recruitment. P32245. U2OS MC4R beta-arrestin complementation, luminescence; percent of melanotan II response, DMSO zero. activation, % at 8.9 µM. hit rate 0.98% among 360,000;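 active = activation above a per-plate cutoff, the mean activation of sample wells on that plate plus 3 SD, cut at about 8% in these data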
Target sequence (P32245 whole entry, looked up): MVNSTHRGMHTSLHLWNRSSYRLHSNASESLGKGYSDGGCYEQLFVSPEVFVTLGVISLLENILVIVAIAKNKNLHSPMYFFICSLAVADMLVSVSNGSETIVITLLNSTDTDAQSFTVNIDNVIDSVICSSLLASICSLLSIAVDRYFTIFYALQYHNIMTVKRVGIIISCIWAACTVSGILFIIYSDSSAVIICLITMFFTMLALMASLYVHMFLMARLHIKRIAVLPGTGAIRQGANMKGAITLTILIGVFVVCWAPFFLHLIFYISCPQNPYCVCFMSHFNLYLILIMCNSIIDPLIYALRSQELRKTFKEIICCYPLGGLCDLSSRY
MC4R antagonist = blocks human MC4R cAMP signaling. P32245. hit rate 0.48% among 360,000. MC4R-expressing cells, MTII-stimulated cAMP, LANCE TR-FRET. inhibition, % at 6.5 µM;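 active = inhibition above its plate's cutoff, the mean of tested wells on that plate plus 3 SD, cut at about 29% in these data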;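 also: 0% = Melanotan II alone and 100% = Melanotan II plus saturating MCL0020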
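Material: human MC4R-expressing U2OS cells. Probe or stimulus: Melanotan II challenge. Dosing: 6.5 µM single dose. Times: 30-min compound, 1-h challenge, 1-h detection, room temperature. Technique: TR-FRET with Eu-cAMP and labeled anti-cAMP, 671 nm. Replication: singlicate.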
NOD2 RIPK2 PPI = blocks binding of human NOD2 to RIPK2; CHO BLA complementation NOD2-RIPK2, CCF4 ratio; AID 624267; O43353; hit rate 0.38% among 360,000; inhibition, % at 4.98 µM; in the data active = inhibition above about 21%;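 also: 0% = vehicle only and 100% = reference blocker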
TLR9-MyD88 inh = inhibitors of human TLR9-MyD88 binding; Q9NR96+Q99836; CHO BLA complementation TLR9-MyD88, CCF4 FRET ratio; inhibition, % at 4.98 µM; hit rate 0.21% among 340,000;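 active = inhibition above the mean over all tested compounds plus 3 SD, cut at about 21% in these data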;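 also: 0% = DMSO only wells and 100% = clavulanate BLA inhibitor control wells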
ABCB6 inh MLPCN = blocks the human ABCB6 transporter | hit rate 0.19% among 360,000 | K562-ABCB6 porphyrin accumulation, flow cytometry, 1 h; active compounds read low | fluorescence ratio to DMSO, % at 10 µM | Q9NP58;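 active = fluorescence ratio to DMSO below 75%, the collection mean minus 3 SD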;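 also: signal is porphyrin accumulated inside mitochondria; 100% equals median channel fluorescence of DMSO control wells; lower ratio means ABCB6 inhibition with less porphyrin fluorescence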
NCOA2 inhibitor = inhibits human steroid receptor coactivator 2 | HEK293 GAL4-SRC2 luciferase reporter, luminescence | inhibition, % at 9 µM | hit rate 0.17% among 370,000 | AID 651957 | Q15596;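 active = inhibition above the mean inhibition of all tested compounds plus 3 SD, set per campaign, cut at about 52% in these data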;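 also: 0% = DMSO treated cells and 100% = cells given Gossypol at 36 µM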
ABHD5-PLIN5 inh = ABHD5-PLIN5 protein interaction inhibition; hit rate 0.78% among 360,000; Q00G26+Q8WTS1; inhibition, % at 4 µM; Split G. princeps luciferase complementation, luminescence, 4 h;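 active = inhibition above the mean inhibition across every tested compound plus 3 SD, cut at about 22% in these data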;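 also: 0% = DMSO only wells and the 100% control is not disclosed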
Numbers without * were called inactive; · = no result given.

SMILES	m5-HT2A agonist	H9c2 protect	N-glyco inh	MC4R barr agon	MC4R antagonist	NOD2 RIPK2 PPI	TLR9-MyD88 inh	ABCB6 inh MLPCN	NCOA2 inhibitor	ABHD5-PLIN5 inh
O=C(COc1ccc(Cl)cc1)Nc1nnc(S(=O)(=O)N2CCCCCC2)s1	1.6	-30.9	-2.2	1.2	9.9	4.9	3.8	99.0	-17.0	1.8
COc1ccc(/C=N/NC(=O)CSc2nnc(C)n2-c2ccccc2)c(OC)c1OC	6.2	-28.9	2.4	3.0	9.5	-9.7	6.6	98.0	21.2	4.3
COc1ccc(Cl)cc1NC(=O)CN(C)C(=O)Cc1ccc2c(c1)CCC2	-6.1	2.3	4.9	-3.4	4.3	-2.4	1.2	98.0	-3.4	-0.2
CN1CCC(=NNc2ncnc3sc4c(c23)CCCC4)CC1	-5.2	28.3	-0.5	-1.5	5.2	2.5	5.6	105.0	37.8	-4.7
C[C@@H]1CN([C@H](C)CO)C(=O)CCCn2cc(nn2)CO[C@H]1CN(C)C(=O)C1CC1	0.8	4.9	0.8	0.5	-2.1	-7.6	-3.3	88.0	0.4	-0.1
Cc1ccc(NC(=O)c2ncc(Cl)c(Cl)c2Cl)cc1C	-1.0	-10.3	-1.1	1.0	26.4	-2.4	-1.4	100.0	-84.9	0.8
Fc1ccccc1-c1n[nH]c(=S)n1/N=C/c1c[nH]c2ccccc12	5.8	3.2	-0.6	-1.2	6.4	-8.5	9.8	95.0	-12.8	-7.8
COC(=O)CCC(=O)Nc1ccc(NC(C)=O)cc1	1.0	0.1	0.0	-1.1	4.2	-6.9	1.1	99.0	6.7	-1.4
Cc1cc(C)cc(-n2ccnc2SCC(=O)c2c(N)n(C3CC3)c(=O)[nH]c2=O)c1	0.6	3.3	5.7	-1.4	0.0	3.3	2.2	96.0	-46.7	-1.1
CCOC(=O)Cn1nnnc1CN(Cc1ccc(OC)cc1)Cc1cc2cc(C)cc(C)c2[nH]c1=O	7.0	3.6	2.5	0.5	5.9	-9.9	-3.0	93.0	3.4	5.7
COc1cccc(-c2csc(/C(C#N)=C/Nc3cc4oc5ccccc5c4cc3OC)n2)c1	-1.9	-6.2	-3.5	-3.4	11.9	4.4	-2.8	122.0	-16.9	-0.7
CC(=O)Nc1ccc(NC(=O)c2cccc(S(=O)(=O)N3CCCCCC3)c2)cc1	-0.3	2.5	-1.7	-2.4	0.2	9.7	-5.4	98.0	1.2	-3.0

Brought forward from above: 2 compounds, then new ones.
SMILES	m5-HT2A agonist	H9c2 protect	N-glyco inh	MC4R barr agon	MC4R antagonist	NOD2 RIPK2 PPI	TLR9-MyD88 inh	ABCB6 inh MLPCN	NCOA2 inhibitor	ABHD5-PLIN5 inh
COc1cccc(-c2csc(/C(C#N)=C/Nc3cc4oc5ccccc5c4cc3OC)n2)c1	-1.9	-6.2	-3.5	-3.4	11.9	4.4	-2.8	122.0	-16.9	-0.7
CC(=O)Nc1ccc(NC(=O)c2cccc(S(=O)(=O)N3CCCCCC3)c2)cc1	-0.3	2.5	-1.7	-2.4	0.2	9.7	-5.4	98.0	1.2	-3.0
C=CCSc1nncn1/N=C/c1ccc(OC)cc1	3.8	-4.7	-2.0	1.5	12.5	-3.4	-5.5	97.0	-39.6	3.9
C/C(=N\NC(=O)c1cc(C)oc1C)c1ccc(N2CCOCC2)cc1	1.2	-2.9	1.0	1.4	3.2	-15.1	2.2	98.0	-51.0	2.1
Cc1cccc([C@@H]2[C@@H]3C(=O)N(Cc4ccccc4)C(=O)[C@@H]3[C@]3(C)C(=O)N(c4ccc(C(F)(F)F)cc4)C(=O)N23)c1	2.6	0.4	-3.3	0.2	1.4	-4.1	-2.4	96.0	·	-0.9
Cc1ccc2[nH]c3c(c2c1)CCCC3=O	0.3	1.3	4.4	0.6	-1.7	1.1	9.2	110.0	-39.7	1.8
CCOC(=O)c1sc(C)c(C(N)=O)c1NC1=NCCCCC1	2.3	10.7	6.5	-0.1	8.2	-9.7	7.9	103.0	-15.5	14.6
CCCC(C)c1nc(C(N)=O)c2[nH]c(=O)n(-c3ccc(OC)cc3OC)c2n1 (centres undefined)	5.5	3.8	-0.5	-1.5	8.9	3.1	0.6	98.0	·	-2.7
O=C(COC(=O)c1ccc(F)c(S(=O)(=O)N2CCOCC2)c1)NCc1ccc2c(c1)OCO2	-9.7	-0.6	1.4	-1.8	16.2	-10.2	3.8	99.0	10.5	2.9
COc1cc(COC(=O)c2cnc(C)cn2)c(OC)cc1Br	-0.8	-6.0	0.6	1.8	0.0	-9.4	-1.5	100.0	-5.6	4.1
Cc1ccccc1NC(=S)N(CCN(C)C)C(C)c1ccccn1 (centres undefined)	1.4	-2.8	-1.7	0.2	13.2	-11.6	-5.3	106.0	13.6	-6.6
CCC1SC2=NC(C)=C(C(=O)OCCOC)C(/C=C/c3ccccc3OC)N2C1=O (centres undefined)	0.1	-2.0	-5.0	-1.2	-2.2	3.1	2.5	99.0	4.9	-3.9
COc1ccc(CNc2ncnc3sccc23)cc1OC	9.8	-17.6	0.3	-0.8	3.1	-2.1	-10.4	88.0	5.9	7.2
COc1ccc(CC(=O)N(C)Cc2ccc(Cl)cc2)cc1S(=O)(=O)N1CCOCC1	0.0	6.5	-0.4	-3.0	-2.6	0.8	7.2	97.0	-5.9	12.0
O=C1CC(c2ccccc2)CN1C(=O)c1cncc(Br)c1 (centres undefined)	-3.0	-0.1	0.7	-0.4	-0.7	-15.5	-0.5	101.0	-19.5	0.3
CN(C(=O)COc1ccc2ccc(=O)oc2c1)C1CCS(=O)(=O)C1 (centres undefined)	1.4	7.0	2.2	0.3	5.4	-12.2	1.4	94.0	10.3	9.3
CC(C)(C)c1ccc(/C=N/NC(=O)Cc2c[nH]c3ccccc23)cc1	-4.8	-16.3	-3.6	10.0*	-1.3	-17.5	7.5	95.0	-17.6	-2.7
CN1CCN(S(=O)(=O)c2cccc(C(=O)N3CCN(c4ccccc4F)CC3)c2)CC1	-3.1	-2.6	-2.0	-3.1	-3.5	-11.0	4.7	92.0	8.5	6.9
O=C(COC(=O)c1cc(=O)c2ccccc2o1)Nc1ccccc1F	0.9	5.3	4.5	-0.7	2.6	2.9	-1.1	96.0	-17.7	2.8
CCN1CCN(c2nc3c(c(=O)[nH]c(=O)n3C)n2Cc2cccc(C)c2)CC1	-0.8	0.4	-1.6	-0.2	7.0	1.3	-4.2	93.0	-4.4	-1.1
O=C(CC1C(=O)NCCN1Cc1ccccc1C(F)(F)F)NC1CCC1 (centres undefined)	-3.0	-4.0	1.5	-4.6	6.4	-10.0	-7.4	102.0	-8.9	-1.6
CCCN1CCN(C(=O)Nc2ccc(C(=O)OCC)cc2)CC1	-0.1	-4.6	0.6	-0.6	7.0	12.3	-6.2	94.0	-8.1	-0.6
COCCN(CCOC)Cc1cc(=O)oc2cc3c(cc12)CCC3	0.8	2.8	-0.4	-2.4	6.4	-6.2	-3.5	93.0	-10.3	3.6
Cc1ccc(NC(=S)N2CCN(c3ncccn3)CC2)c(C)c1	8.8	3.0	-0.7	-0.2	-5.0	-7.4	-1.5	96.0	-8.1	-2.5
COc1cc(OC)cc(-c2cc3cc4c(cc3cn2)OCO4)c1	2.3	-11.6	17.7	-1.9	-16.7	3.3	5.7	96.0	·	10.4
Cc1ccc(Cn2c(CCCO)nc3ccccc32)cc1	-5.9	-2.6	-0.6	-0.9	-1.9	3.1	-0.4	90.0	-20.4	-1.9
Cc1[nH][nH]c(=O)c1C(c1cc(Br)ccc1O)c1c(C)[nH][nH]c1=O	-4.3	1.1	3.9	-1.0	5.4	-1.8	-21.2	94.0	-10.8	-10.3
Cn1ncc(Cl)c(Oc2ccc(Cl)cc2)c1=O	4.4	-1.3	0.3	-2.0	16.1	3.3	-7.6	98.0	15.7	3.4
COc1ccc(-c2nc3cccc(C)n3c2NCC2CCCO2)cc1O (centres undefined)	3.8	11.9	2.6	-0.3	-0.7	-2.7	-2.2	101.0	-16.2	-8.6
COc1ccccc1CN1CCC(n2nccc2NC(=O)c2ccccc2Cl)CC1	0.4	6.8	-0.9	-0.5	11.1	-2.0	0.3	96.0	7.5	-4.7
CC(=O)/C(N=Nc1nc2c([nH]1)c(=O)n(C)c(=O)n2C)=C(\C)O	-2.1	-5.9	0.7	-2.6	5.9	2.2	1.7	81.0	-0.2	-1.6
COc1ccc2c(c1)c(CCNNC(=O)C(C)(C)C)c(C)n2C(=O)c1ccc(Cl)cc1	-4.3	-10.8	-3.8	-0.9	1.1	-1.4	6.4	101.0	7.5	-8.8
Cc1cc(-c2nn(-c3ccccc3F)cc2CN2CCCC(CO)C2)c(C)s1 (centres undefined)	-1.7	-2.0	0.6	-0.5	20.5	1.1	-5.8	91.0	-11.1	-5.6
CCCOc1ccc(N2C(=O)CC(NCc3cccs3)C2=O)cc1 (centres undefined)	-1.2	4.9	1.1	-0.6	1.3	-1.2	1.2	94.0	-33.5	0.4
Cc1cc(NS(=O)(=O)c2ccc(NC(=O)CSc3nc4sc(C)c(C)c4c(=O)[nH]3)cc2)no1	1.5	5.1	-2.0	-4.8	6.3	0.3	-4.4	83.0	0.9	1.7
O=C(c1ccccc1)c1ccc(-c2ccc(O)cc2)cc1	-7.7	-8.4	4.6	4.7	8.8	-1.9	3.6	121.0	-39.5	-13.9
CCc1cn(C2CC(O)C(CO)O2)c(=O)[nH]c1=O (centres undefined)	1.2	26.4	2.3	-0.6	3.6	-6.3	-5.1	101.0	11.0	0.7
CCC(C)Sc1ccc([C@@H]2[C@H]3C(=O)N(CC)C(=O)[C@H]3[C@]3(C(=O)OC)CCCCN23)cc1 (some centres undefined)	-3.2	-6.2	-5.9	-1.5	12.4	3.4	3.6	97.0	2.6	-4.8
COc1ccccc1CNC(=O)C1CCCN(S(=O)(=O)c2ccc3c(c2)C(C)(C)C(=O)N3C)C1 (centres undefined)	-3.5	-4.2	-0.4	0.9	9.0	-11.4	-8.3	98.0	13.4	-6.7
CC(=O)N1C(=O)NC(c2ccccc2)=C([N+](=O)[O-])C1c1ccccc1 (centres undefined)	-5.3	-0.9	1.2	-1.2	20.5	-8.7	-1.6	93.0	-40.5	1.5
COc1ccccc1NC(=O)Cn1cnc2c(cnn2-c2ccccc2)c1=O	3.8	1.1	0.3	-0.9	1.5	-5.0	-2.8	92.0	-23.4	-2.6
Cc1cccc(N2CCN(CC(O)COc3ccccc3)CC2)c1 (centres undefined)	-3.1	-5.0	0.4	0.1	-0.9	-14.4	-2.7	97.0	-0.1	5.0
CCn1c(C2CC(=O)N(c3ccc(C)c(C)c3)C2)nc2ccccc21 (centres undefined)	-0.6	6.7	-0.5	-0.1	1.0	-8.6	4.1	95.0	11.5	-1.0
CC(=O)Nc1ccc(NC(=O)COC(=O)c2ccc(S(=O)(=O)N(C)c3ccccc3)cc2)cc1	-2.8	-5.1	1.9	-0.1	9.3	-20.8	-2.3	104.0	-18.6	-5.9

The list is partial; rates above refer to the full screens.
